# KAT2A inh = qHTS Assay for Inhibitors of GCN5L2; 0.21% of 390,000 active; GCN5L2 HAT assay, ThioGlo1 CoA-SH fluorescence; AID 504327, 2011; Potency, µM (top dose mostly 58.9 µM), for the others: top-dose activity change, negative = inhibition, hits mostly inhibitors; Histone acetyltransferase KAT2A (Homo sapiens), Q92830
# Target sequence (Q92830 whole entry, looked up): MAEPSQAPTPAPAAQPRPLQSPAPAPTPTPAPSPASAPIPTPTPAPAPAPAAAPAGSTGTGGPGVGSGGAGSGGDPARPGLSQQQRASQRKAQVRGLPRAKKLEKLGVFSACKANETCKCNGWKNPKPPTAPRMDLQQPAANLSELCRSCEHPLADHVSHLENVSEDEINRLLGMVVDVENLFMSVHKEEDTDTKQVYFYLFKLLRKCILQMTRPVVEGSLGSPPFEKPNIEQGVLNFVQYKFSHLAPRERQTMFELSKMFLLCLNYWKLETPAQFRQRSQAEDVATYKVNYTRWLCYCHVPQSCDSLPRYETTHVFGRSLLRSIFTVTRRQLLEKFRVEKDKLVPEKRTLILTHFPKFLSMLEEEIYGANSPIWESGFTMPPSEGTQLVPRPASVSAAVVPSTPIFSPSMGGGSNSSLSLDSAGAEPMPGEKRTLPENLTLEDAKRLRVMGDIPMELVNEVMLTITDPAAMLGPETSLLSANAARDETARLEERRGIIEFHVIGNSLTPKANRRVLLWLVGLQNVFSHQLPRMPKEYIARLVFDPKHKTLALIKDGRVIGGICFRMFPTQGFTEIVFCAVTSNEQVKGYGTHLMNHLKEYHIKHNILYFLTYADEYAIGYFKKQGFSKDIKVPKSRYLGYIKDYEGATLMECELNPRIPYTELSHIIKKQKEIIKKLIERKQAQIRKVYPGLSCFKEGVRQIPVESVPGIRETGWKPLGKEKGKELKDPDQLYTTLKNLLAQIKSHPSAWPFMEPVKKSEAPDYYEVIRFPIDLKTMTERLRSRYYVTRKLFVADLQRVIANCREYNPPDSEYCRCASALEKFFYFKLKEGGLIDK
#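 GCN5L2 (20nM final) in 50mM HEPES, 0.1mM EDTA pH 7.5, 0.01% Tween-20 was preincubated 15 min at room temperature with compound, then given ThioGlo1 (50uM), H3(1-25) peptide (75uM) and acetyl-CoA (70uM); CoA-thiol fluorescence (Ex340/Em540) was read at 0 and 20 min.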
# DT40 TDP1 CPT = qHTS for Inhibitors of human tyrosyl-DNA phosphodiesterase 1 (TDP1): qHTS in cells in presence of CPT; chicken DT40 Tdp1-/-;hTDP1 cells + 20 nM CPT, ATP luminescence, 48 h; Potency, µM (doses to about 46.2 µM), inactives show top-dose activity change, negative = growth inhibition, actives largely listed as inhibitors; 12% of 420,000 active; AID 686979, 2013; further: nearly all actives have a fitted effect of over 55% in size
#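 Cell growth measured by CellTiter-Glo luminescence after a minimum 48 h, 37 C compound exposure with 20 nM CPT in Tdp1-knockout DT40 cells stably expressing hTDP1, seeded 400/well; qHTS titration format.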
# TDP1 cell noCPT = qHTS for Inhibitors of human tyrosyl-DNA phosphodiesterase 1 (TDP1): qHTS in cells in absence of CPT; DT40 Tdp1-/- hTDP1 cells, no CPT, ATP luminescence, 48 h; Potency, µM (doses to about 46.2 µM), inactives show at the highest dose activity change, negative = growth inhibition, usual class: inhibitors; 15% of 420,000 active; further: nearly all actives have a fitted effect of over 55% in size
#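 Seeded 400 DT40-hTDP1 cells/well (vehicle DMSO, no 20 nM CPT); pinned compounds; ≥48 hr at 37 °C; CellTiter-Glo luminescence as viability measure.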
# * hit, by the source's call; ? = inconclusive; nt = no result given; & = joins results of further samples; [ ] = another dose, or the depositor's remark. The call rests on the fitted dose curve; in most records, active means well fitted curve in the direction sought with a large enough effect; inconclusive means small, poorly fitted or top-dose-only effect, or another doubt; inactive means no such curve, though single readings can be large; an effect the other way counts as inactive or inconclusive. On the % scale 0 is the no-effect control and ±100 the full control effect; potency means the concentration at half of the fitted maximal effect.
SMILES	DT40 TDP1 CPT	TDP1 cell noCPT	KAT2A inh
CCOc1ncccc1C(=O)N1CCN(S(=O)(=O)c2ccc3ccccc3c2)CC1	23µM*	?	-7%
C=CCN1CC(C)/C(=N\O)CC1C (stereo unspecified)	3%	-4%	0%
COc1ccc(C(=O)CSc2nc3nn(-c4ccccc4)c(=O)c-3c3n2CCCCC3)c(OC)c1	?	?	nt
CCN(C(=O)COC(=O)c1ccccc1NCc1ccco1)c1c(N)n(Cc2ccccc2)c(=O)[nH]c1=O	?	?	nt
COCCCNC(=O)c1ccc2c(=O)n(Cc3ccccc3OC)c(=S)[nH]c2c1	-15%	7%	-1%
COc1ccccc1/C=C/C=N/NC(=O)c1ccncc1	8%	-12%	-3%
CC(C)[C@@H]1CC[C@@H](C)C[C@H]1O	-2%	-18%	nt
CCc1ccc(NC(=O)C2CCN(S(=O)(=O)c3cccs3)CC2)cc1	?	?	-6%
CC(=O)N1Cc2cc(C(=O)NCC(F)(F)F)nc(-c3cccc(-c4cccnc4)c3)c2[C@@H]1CCO	6.5µM*	5.8µM*	nt
C[N+](C)(CCCCCC[N+](C)(C)CCCN1C(=O)c2ccccc2C1=O)CCCN1C(=O)c2ccccc2C1=O	1%&-6%	17%&-2%	-3%&-5%
CC(=O)N(c1ccccc1)c1nc(/C=C/C(=O)O)cs1	-19%	-13%	-10%
CCOc1ccc(NC(=O)CSC2=NN3CCCC(=O)N=C3S2)cc1	?	?	-10%
COc1ccc(C2C(C(=O)c3ccc(C)o3)=C(O)C(=O)N2CC2CCCO2)cc1OC (stereo unspecified)	8%	12%	1%
COc1ccc(CCNC(=O)c2cccc3ccccc23)cc1OC	7%	8%	-9%
Oc1cccc2c(NC(=S)Nc3ccc(SC(F)F)cc3)cccc12	?	?	3%
Cc1ccc(NC(=O)CSCC(=O)OC(C)C(=O)Nc2ccccc2C)cc1 (stereo unspecified)	1%	-4%	-10%
CCOc1ccccc1CNC(=O)CCCN1C(=O)COc2ccc(C)cc21	?	18µM*	-5%
Cc1cc(C)nc(SCc2ccc(C(=O)N/N=C/c3ccc(C(=O)O)cc3)cc2)n1	-5%	-20%	-6%
COc1ccc(Nc2cc(C)nc3ncnn23)cc1Cl	1%	-23%	-3%
CC(NS(=O)(=O)c1ccc([N+](=O)[O-])cc1)C(=O)NN (stereo unspecified)	-3%	7%	0%
Cc1cc(NS(=O)(=O)c2ccc(NC(=O)Cc3cccs3)cc2)no1	-1%	6%	1%
COc1ccc(C(=O)C2CCCN(C(=O)c3cccnc3OC)C2)cc1F (stereo unspecified)	-16%	-6%	-10%
CCOc1cc(/C=N/NC(=O)CN2CCCCC2)ccc1O	17%	-15%	-19%
Cc1sc2ncnc(N3CCC(C(=O)Nc4nnc(CC(C)C)s4)CC3)c2c1C	?	23µM*	-5%
COc1ccc([C@@H]2CC(=O)c3c(O)cc(O[C@@H]4O[C@H](CO[C@@H]5O[C@@H](C)[C@H](O)[C@@H](O)[C@H]5O)[C@@H](O)[C@H](O)[C@H]4O)cc3O2)cc1O	?	-2%	-9%
CCCCn1c(-c2csc3ccccc23)n[nH]c1=S	12%	-6%	-3%
CC(C)C(=O)NCCc1nc(-c2ccc(Cl)cc2)no1	6%	-19%	nt
O=C(Nc1nnc(COc2ccccc2F)s1)Nc1ccccc1F	?	21µM*	27%
CS(=O)(=O)N1CCc2cc(NC(=O)c3ccc(Cl)cc3Cl)ccc21	-7%	-28%	-5%
O=C(COC(=O)C1CC(=O)N(Cc2ccccc2)C1)Nc1cccc([N+](=O)[O-])c1 (stereo unspecified)	-3%	1%	2%
Cc1noc(C)c1C(=O)NCc1ccco1	4%	-1%	?
O=C(CCl)NCCN1C(=O)S/C(=C\c2cccnc2)C1=O	?	?	2%
COc1cccc(CN2CCC(n3cc(C(=O)NC4CCCC4)nn3)CC2)c1O	14%[9.04 µM]	-5%	nt
Cc1ccc(-c2csc(N3CCN(c4ccc5nc(-c6ccncc6)n(CCN6CCCCC6)c5c4)CC3)n2)cc1	?	?	-3%
CCOC(=O)C1(S(=O)(=O)c2ccc(Cl)cc2)CCN(Cc2ccccc2)CC1	-28%	-22%	?
O=C(Nc1ccccc1)N1CCC2(CC1)CCN(C(=O)c1cnccn1)CC2	9%	-13%	3%
N#CCc1ccc(Oc2ncccn2)cc1	?	?	-5%
O=S(=O)(NC1CCCCC1NCc1ccco1)c1ccc(Cl)cc1 (stereo unspecified)	-17%	-22%	7%
CCc1ccccc1NC(=O)CN1C(=O)COc2ccc(S(=O)(=O)N3CCCCCC3)cc21	-14%	?	-4%
Cc1c(Cl)cnc(NC(=O)COC(=O)c2cccc(S(=O)(=O)N3CCc4ccccc4C3)c2)c1Cl	-9%	-6%	-15%
Cn1c(NCCCN2CCOCC2)nc2c1c(=O)n(Cc1ccc(Cl)cc1Cl)c(=O)n2C	23µM*	?	4%
Cc1cc([N+](=O)[O-])nn1CCC(=O)Nc1nccs1	0%	6%	-1%
CC(=O)N[C@@H](C(=O)O)C(C)(C)SN=O	13%	-6%	nt
COc1cc(S(=O)(=O)N2CCC(c3nc4ccccc4s3)CC2)ccc1S(=O)(=O)NC1CCCC1	-28%	-29%	-1%
CC(=O)Nc1ccc(NC(=O)[C@@H](NC(=O)c2cccc(C)c2)C(C)C)cc1	7%	6%	0%
COc1cc2c(cc1OC)-c1nnc(-c3cccs3)n1C(C)(C)C2	?	?	nt
COc1cccc(NC(=O)Cn2c(SCC(=O)N3CCOCC3)nc3ccccc32)c1	-5%	-9%	-5%
COc1ccccc1CCC(=O)N1CCOc2c(cc(-c3cnc4ccccc4c3)cc2OC)C1	15%[9.04 µM]	-22%	nt
O=C(NC1CCCCC1)C1c2ccccc2OCC(=O)N1Cc1ccco1 (stereo unspecified)	-19%	-15%	nt
O=C(O)/C(=C\c1ccco1)NC(=O)c1ccco1	0%	7%	-3%
Cn1c(/C(C#N)=C2/CCCCCN2)nc2ccccc21	?	?	-9%
COc1ccc(C(NC(=O)c2ccccc2F)NC(=O)c2ccccc2F)cc1	27%	-8%	-3%
O=S1(=O)CC(N2CCCC2)CN1Cc1ccccc1 (stereo unspecified)	-19%	0%	nt
Cn1c(=O)[nH]c(=O)c2c1nc(N1CCOCC1)n2CCc1ccccc1	-13%	-24%	-4%
Cc1cc(Cl)ccc1OCC(=O)NC(=S)Nc1ccccc1N1CCOCC1	2%	-22%	-5%
COc1ccc(NC(=O)CSc2nnc(Cn3c(=O)sc4ccccc43)n2C)cc1	7%	4%	0%
N#Cc1ccc(OCC(O)CN2CCN(c3ncc(C(F)(F)F)cc3Cl)CC2)cc1 (stereo unspecified)	?	15µM*	-18%
CCN1CCN(C(=O)C2CCN(S(=O)(=O)c3ccc4c(c3)NC(=O)C(C)S4)CC2)CC1 (stereo unspecified)	-12%	16%	-22%
CNc1cncc(-c2cccnc2)n1	-4%	0%	nt
C[C@H](CO)N1C[C@H](C)[C@@H](CN(C)C(=O)Nc2ccc(C(F)(F)F)cc2)Oc2c(NC(=O)Nc3ccc(C(F)(F)F)cc3)cccc2C1=O	9.2µM*	7.3µM*	-22%

# Single records, as listed above. Order of screens: DT40 TDP1 CPT, TDP1 cell noCPT, KAT2A inh
# COc1cc2c(cc1OC)-c1nnc(-c3cccs3)n1C(C)(C)C2 is listed with ?, ?, nt
# O=S1(=O)CC(N2CCCC2)CN1Cc1ccccc1 (stereo unspecified) is listed with -19%, 0%, nt
# N#Cc1ccc(OCC(O)CN2CCN(c3ncc(C(F)(F)F)cc3Cl)CC2)cc1 (stereo unspecified) is listed with ?, 15µM*, -18%
# CCN1CCN(C(=O)C2CCN(S(=O)(=O)c3ccc4c(c3)NC(=O)C(C)S4)CC2)CC1 (stereo unspecified) is listed with -12%, 16%, -22%

# New compounds follow:
SMILES	DT40 TDP1 CPT	TDP1 cell noCPT	KAT2A inh
CC(C)(C)OC(=O)NCCC(=O)N/N=C/c1ccc2nccnc2c1	0%	-25%	1%
Cc1cccc(CNc2nc(-c3ccccc3CN(C)C)nc3ccccc23)c1	13µM*	5.2µM*	-6%
CCN(c1cccc(C)c1)c1ncnc2c1cnn2-c1cccc(Cl)c1	?	?	3%
O=C(c1ccc2c(c1)OCO2)N(c1ccc(Br)cc1)C1C=CS(=O)(=O)C1 (stereo unspecified)	3%	-4%	-7%
CCOC(=O)C(C)Sc1nnc(-c2c[nH]c3ccccc23)n1C (stereo unspecified)	?	?	3%
CC(C)N(C)S(=O)(=O)c1ccc(NC(=O)C2=COCCO2)cc1	-17%	8%	-3%
NS(=O)(=O)c1ccc(-n2ncc3c(=O)[nH]c(SCC(=O)Nc4nccs4)nc32)cc1	4%	-1%	-1%
CC(=O)c1ccccc1NC(=O)CSc1n[nH]c(=O)n1C1CC1	-6%	-14%	0%
CN(C)CCn1c(=O)n(Cc2ccco2)c(=O)c2c3c(sc21)CCCCC3	?	?	?
NNC(=O)c1sc2cc(C(F)(F)F)cnc2c1-c1cccs1	-17%	-15%	-11%
O=[N+]([O-])c1cccc(/C=N/Nc2nc(N3CCCCC3)nc(N3CCCCC3)n2)c1	?	?	0%
CCOCCCNc1nc2c(c(=O)n(C)c(=O)n2C)n1CCCc1ccccc1	16µM*	21µM*	-3%
O=C(c1ccccc1)N(NC(=O)C(O)(c1ccccc1)c1ccccc1)c1cccc(F)c1	?	?	23%
CCCn1c(=O)[nH]c(=O)c2c(C(F)(F)F)cc(-c3ccc(C)cc3)nc21	-9%	-3%	-3%
CCOc1cc(S(=O)(=O)NCCCN2CCOCC2)c(C)cc1C	3%	-27%	-1%
O=C(c1ccc(O)cc1)c1ccc(C(=O)O)c(C(=O)O)c1	-11%	6%	-4%
CC(C)(C)n1cnc2cc(NC(=O)c3cccs3)ccc21	?	23µM*	-1%
O=C(CN1CCC(O)CC1)N1c2ccccc2C=Cc2ccccc21	7%	-5%	2%
O=C(NCCC(F)(F)F)C1Cc2c(-c3ccccc3Oc3ccccc3)ccnc2O1 (stereo unspecified)	-55%	?	nt
CSc1nc(N2CCN(C)CC2)c2c(c1C#N)CC(C)(C)OC2	1%	-22%	-1%
COc1ccc(NS(=O)(=O)c2cccc(C(=O)N(C)CC(=O)Nc3ccc(C)cc3)c2)cc1	-9%	0%	-1%
C=CCNC(=O)/C(C#N)=C/c1ccccc1OCc1ccc(C(=O)OC)cc1	2.9µM*	7.3µM*	2%
CC(=O)Nc1ccc(NC(=O)Cc2ccc(S(=O)(=O)N3CCCCC3)s2)cc1	?	?	-14%
COc1cc2nc(CN(C)Cc3ccc(SC)cc3)[nH]c(=O)c2cc1OC	-14%	-10%	3%
CCOC(=O)Cn1nc(C)c(NC(=O)c2cccc([N+](=O)[O-])c2)c1C	11%	3%	-7%
Cc1cccc(C)c1NC(=O)C1C(c2ccc3c(c2)OCO3)=Nc2ccccc2N1C(=O)c1cccc(C(F)(F)F)c1 (stereo unspecified)	7.3µM*	7.3µM*	nt
O=c1c2ccccc2oc2ccc(C#CC3(O)CCCCC3)cc12	?	?	nt
C=CCn1c(SCC(=O)O)nc2sc(CC)cc2c1=O	5%	-28%	-5%
O=c1[nH]c2cccnc2n(CCNc2ncc(C(F)(F)F)cc2Cl)c1=O	6%	?	-7%
Cc1noc(-c2ccc(-c3noc(-c4ccccc4)n3)cc2)n1	-14%	1%	-10%
O=C(c1cc(-c2ccccn2)nc2ccc(Cl)cc12)N1CCN(CCc2ccccc2)CC1	?	?	-2%
CCOc1ccc(NC(=O)CSc2nnc(C)n2Cc2ccccc2)cc1	-13%	-28%	-3%
CCOc1ccc(-n2c(COc3ccc(C)cc3)nnc2SCC(N)=O)cc1	-14%	-14%	-1%
CC(C)(C)NC(=O)Nc1ccccc1C(N)=O	-2%	-3%	-4%
Cc1nccn1CC1CCc2c(c3ccccc3n2C)C1=O (stereo unspecified)	?	3%	0%
COc1cccc(NC(=O)Cn2c3ccc(OC)cc3c3nc4n(c(=O)c32)CCS4)c1	-15%	-24%	-4%

# Screening results: PubChem BioAssay, National Center for Advancing Translational Sciences (NCATS)
